# Screens: PubChem BioAssay, National Center for Advancing Translational Sciences (NCATS)
# 12-LOX inh: ALOX12 (human) lipoxygenase inhibition; P18054; purified 12hLO, xylenol orange hydroperoxide absorbance; Potency, µM (series often up to 108 µM), for the others: at the top dose activity change, negative = inhibition, actives largely listed as inhibitors; hit rate 1.1% among 580,000; active = well fitted inhibition curve with a large enough effect; inconclusive = small, poorly fitted or top-dose-only effect, or another doubt; inactive = no such curve, though single readings can be large or run the other way
# Target sequence (P18054 whole entry, looked up): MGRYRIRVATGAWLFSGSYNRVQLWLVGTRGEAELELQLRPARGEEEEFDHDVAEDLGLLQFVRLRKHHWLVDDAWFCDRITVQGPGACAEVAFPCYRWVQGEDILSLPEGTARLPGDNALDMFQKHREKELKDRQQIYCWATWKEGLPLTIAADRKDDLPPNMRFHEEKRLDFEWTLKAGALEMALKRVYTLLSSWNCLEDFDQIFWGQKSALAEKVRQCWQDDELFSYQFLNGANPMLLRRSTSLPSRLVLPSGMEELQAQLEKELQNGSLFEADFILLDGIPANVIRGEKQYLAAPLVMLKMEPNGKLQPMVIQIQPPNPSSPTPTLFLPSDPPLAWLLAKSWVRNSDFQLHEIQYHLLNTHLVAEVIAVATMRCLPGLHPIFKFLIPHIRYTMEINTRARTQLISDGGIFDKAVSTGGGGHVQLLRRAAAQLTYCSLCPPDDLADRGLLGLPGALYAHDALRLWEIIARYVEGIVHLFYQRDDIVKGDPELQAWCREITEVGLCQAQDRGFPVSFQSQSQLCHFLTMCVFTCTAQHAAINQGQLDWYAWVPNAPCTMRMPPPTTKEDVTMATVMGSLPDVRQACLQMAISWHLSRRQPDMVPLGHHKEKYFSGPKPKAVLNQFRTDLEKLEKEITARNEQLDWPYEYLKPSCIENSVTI
#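 Hydroperoxide product was detected by ferrous iron/xylenol orange as the 573 to 405 nm absorbance ratio. Arachidonic acid at 40 uM (final) was turned over for 30 min at room temperature by 150 nM human 12hLO, pH 7.0 Hepes buffer, after 15 min compound preincubation.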
# * hit, by the source's call; u = inconclusive; [ ] = dose if it differs, or a comment. % is set by controls: 0 for no effect and ±100 for the full control effect; potency is the fitted concentration of half-maximal effect. This is a subset; rates above refer to the full screens.
12-LOX inh | canonical_smiles
3.8%[176 µM] | COc1ccc(NC(=O)NC[C@H]2Cn3cc(-c4ccc(C)cc4)nc3CO2)cc1
6.9% | Fc1ccccc1OCc1nc(C2CCCNC2)no1 (stereo not drawn)
0.8% | CCCN1CCCCC(NC(=O)c2ccccc2OC)C1=O (stereo not drawn)
4.6% | CCc1cc(C(C)=O)c(O)cc1OCCCCCC(C)(C)c1nn[nH]n1
-9.0% | Cc1cccc(C)c1NC(=O)C1(C)CSCC(=O)N1Cc1cccc(C(F)(F)F)c1 (stereo not drawn)
71.3%[activator] | CN1CCCCCCN(Cc2ccccc2)[C@H]2CCC[C@H]2C1=O
-11.6% | O=C(CC(c1ccc(F)cc1)N1Cc2ccccc2C1=O)NCCc1ccccc1 (stereo not drawn)
6.8% | Cc1ccc(S(=O)(=O)N(C)C)cc1NC(=O)c1nn(Cc2ccccc2)c(=O)c2ccccc12
8.0% | O=C(CCc1ncc(-c2ccccc2)o1)NCc1ccccc1Cl
11.2% | CN(CC1CCOCC1)C(=O)c1cccc(F)c1
u | CCCCCn1nc(C(=O)N2CCCC(C(N)=O)C2)c2ccccc2c1=O (stereo not drawn)
-9.5% | Cc1nc(C(=O)Nc2nc(CC(=O)O)cs2)nn1-c1ccc(Cl)cc1
14.9% | O=C(c1ccc2c(c1)OCO2)N1CCOc2ccc(CN3CCC(Oc4cccnc4)CC3)cc2C1
-47.2% | O=C(NC1CCCCC1)c1ccncc1
10.0%[176 µM] | CC(C)(Oc1nn(Cc2cccc(Cl)c2)c2ccccc12)C(=O)NC1CCOCC1
5.9% | COc1ccc(C(=O)N[C@H]2C[C@H]3C(=O)NC[C@@H](CCC(=O)NCc4cccnc4)N3C2)cc1
1.8% | COc1cc(NC(=O)[C@H]2CCC[C@H]2NC(=O)c2cnc(C)cn2)cc(OC)c1OC
35.7%[activator] | C=CCS(=O)(=O)NCc1cccnc1N1CCN(c2ccccc2OC)CC1
38.2%[activator] | CC(=O)NCc1ccc(-c2cc(NC3CCCC3)nc3[nH]ccc23)nc1
46.8%[activator] | Cc1ccc(C(=O)N2CCC(Cc3nc(-c4ccccc4)no3)CC2)cn1
69.2%[activator] | C[C@@H]1CN(C(=O)c2csc(CN(C)C)n2)C[C@@]1(O)C1CCC1
16.2%[6.33 µM] | CC(=O)NC1CC2(CCN(C(=O)CCCN(C)C)CC2)c2ccccc21 (stereo not drawn)
-13.9% | Fc1ccc(-c2nc(-c3ccncc3)no2)cc1
u | COCCCn1cnnc1SCC(=O)c1c[nH]c2ccccc12
42.5%[activator] | CC(C)c1nc2c(c(-c3ccc(O)cc3)n1)CCN(Cc1ccccn1)CC2
40.8%[activator] | Cc1ccc(CC2(O)CCN(CCOc3ccc(O)cc3)CC2)cc1
-13.4% | CCCCc1ccc(C(=O)NCc2cccnc2)cc1
41.3% | COCCNC(=O)c1ccc2c(c1)N(C)C(CC(=O)Nc1ccc[nH]c1=O)CO2 (stereo not drawn)
-16.1% | C=CCOc1cccc(NC(=O)c2ccccc2Cl)c1
32.3% | CC(=O)c1c(C)nn(CCC(=O)N[C@@H]2CCOC[C@H]2OCCO)c1C
24.7% | COC[C@@H]1CN(Cc2cc(F)c(F)c(F)c2)C[C@H]1C(N)=O
-26.6% | FC(F)(F)c1cc(-c2cccs2)nc(SCc2ccccc2)n1
27.5% | O=C1CCN(Cc2cccnc2)CCCC(C(=O)NCc2cc(F)cc(F)c2)CCN1 (stereo not drawn)
43.4%[activator] | COCCCn1c(C)cc(C(=O)NCCc2noc(COC)n2)c1C
0.0% | COC(=O)c1sc(NC(=O)OCc2ccccc2)nc1CCNC(=O)OC(C)(C)C
-27.5% | COC(=O)C1=C(C)N(Cc2ccc(C(F)(F)F)cc2)C(=NCc2ccc(OC)cc2)NC1c1ccccc1C(F)(F)F (stereo not drawn)
-35.1% | NC(=O)C1CCC(NC(=O)C2(c3cccc(Cl)c3)CCC2)CC1 (stereo not drawn)
u | c1ccc(COc2ccc3cc[nH]c3c2)cc1
-17.2% | COc1ccccc1NC(=O)c1nn(-c2ccc(C)cc2)ccc1=O
u | O=C(O)CCC(=O)c1cccc(Br)c1
116.4%[activator] | CC(=O)N1CCC(NC[C@@H]2C=C(C)[C@H](Cc3nc4ccc(F)cc4[nH]3)C[C@H]2C(C)C)CC1
-7.1%[57.4 µM] | Cc1ccnc(NS(=O)(=O)c2ccc(NC(=O)Nc3ccc(S(=O)(=O)Nc4nccc(C)n4)cc3)cc2)n1
19.9% | Cc1ccc(C(C)C)c(OCC(O)Cn2cnc3c2c(=O)n(C)c(=O)n3C)c1 (stereo not drawn)
u | CN(C)Cc1ccccc1-c1ccc2ncnc(NC3CCNCC3)c2c1
2.4%[6.33 µM] | COc1cccc(N2C(=O)NC(=NC3CCCC3)C23CCN(Cc2ccc(F)cc2)C3)c1 (stereo not drawn)
-13.4% | COC(=O)[C@]1(Cc2ccccc2)NC=C(C(=O)c2ccccc2)[C@@H]1c1cccc(OC)c1
27.1%[57.4 µM] | Cc1cnc(Nc2ccc(F)cc2Cl)nc1-c1c[nH]c(C(=O)N[C@H](CO)c2cccc(Cl)c2)c1
32.7% | COCC1CN(Cc2ccc(Cl)cc2)CC12CCNCC2 (stereo not drawn)
24.0% | O=C(NCCc1ccccc1F)c1cc2ccccc2[nH]1
-2.3%[176 µM] | CNc1ccc(-c2noc([C@@H]3CCCN3Cc3cccc(OC)c3)n2)cn1

# In the list so far, 13 contain fluorine.
12-LOX inh | canonical_smiles
6.9% | Fc1ccccc1OCc1nc(C2CCCNC2)no1 (stereo not drawn)
-9.0% | Cc1cccc(C)c1NC(=O)C1(C)CSCC(=O)N1Cc1cccc(C(F)(F)F)c1 (stereo not drawn)
-11.6% | O=C(CC(c1ccc(F)cc1)N1Cc2ccccc2C1=O)NCCc1ccccc1 (stereo not drawn)
11.2% | CN(CC1CCOCC1)C(=O)c1cccc(F)c1
-13.9% | Fc1ccc(-c2nc(-c3ccncc3)no2)cc1
24.7% | COC[C@@H]1CN(Cc2cc(F)c(F)c(F)c2)C[C@H]1C(N)=O
-26.6% | FC(F)(F)c1cc(-c2cccs2)nc(SCc2ccccc2)n1
27.5% | O=C1CCN(Cc2cccnc2)CCCC(C(=O)NCc2cc(F)cc(F)c2)CCN1 (stereo not drawn)
-27.5% | COC(=O)C1=C(C)N(Cc2ccc(C(F)(F)F)cc2)C(=NCc2ccc(OC)cc2)NC1c1ccccc1C(F)(F)F (stereo not drawn)
116.4%[activator] | CC(=O)N1CCC(NC[C@@H]2C=C(C)[C@H](Cc3nc4ccc(F)cc4[nH]3)C[C@H]2C(C)C)CC1
2.4%[6.33 µM] | COc1cccc(N2C(=O)NC(=NC3CCCC3)C23CCN(Cc2ccc(F)cc2)C3)c1 (stereo not drawn)
27.1%[57.4 µM] | Cc1cnc(Nc2ccc(F)cc2Cl)nc1-c1c[nH]c(C(=O)N[C@H](CO)c2cccc(Cl)c2)c1
24.0% | O=C(NCCc1ccccc1F)c1cc2ccccc2[nH]1

# Additional records follow.
12-LOX inh | canonical_smiles
28.1% | O=C(/C=C/c1ccccc1)Nc1ccccc1C(=O)NCc1cccnc1
-8.5% | c1csc(CNc2ncncc2-c2ccoc2)c1
u | CC(C)(C)C(=N)N
22.5% | Cc1ccc(CCCN2CCOc3ccc(C(=O)NCc4ccccc4F)cc3C2)o1
20.8% | Cc1ccccc1C(=O)c1ccccc1
27.9% | CCC1=C(C(=O)OC)C(c2cccc(F)c2)N2C(CC(=O)NCCc3cccs3)=CSC2=N1 (stereo not drawn)
46.1% | Cc1cccc(NC(=O)N2CCc3c(C(=O)N(C)Cc4ccco4)cccc32)c1
u | O=C(O)/C(=C/C=C/c1ccccc1)NC(=O)c1ccccc1
13.9% | N#Cc1c(C(F)(F)F)cc(-c2ccccc2)nc1SCc1ccccc1
46.3%[activator][176 µM] | O[C@H]1CC[C@@H](Cc2cc(COc3ccccc3)on2)O[C@@H]1CNC1CCOCC1
42.3% | O=C1CC(c2ccccc2)N(C(=O)CNC(=O)CN2CCOCC2)CCCCCN1 (stereo not drawn)
u | C[C@H]1O[C@H](O[C@H]2[C@H](O)[C@@H](O)[C@@H](O[C@H]3[C@H](O)[C@@H](O)C(O)O[C@H]3CO)O[C@H]2CO)[C@H](O)[C@@H](O)[C@H]1N[C@H]1C=C(CO)[C@@H](O)[C@H](O)[C@@H]1O (stereo partly drawn)
27.0% | Cc1noc(C)c1[S+](=O)([O-])N1CCN(c2nc3ncccc3o2)CC1
u | NC(=O)C1CCN(C(=O)c2ccc3c(c2)CCCN3S(=O)(=O)c2ccc(Cl)cc2)CC1
u | CCCCCOc1ccc(C(=O)O)cc1
-9.9% | O=C(c1ccccc1Br)N(Cc1cccc2[nH]ccc12)C1CC1
-2.3% | CNC(=S)NNC(=O)C(Sc1ccccc1)c1ccccc1 (stereo not drawn)
u | Cc1ccc(/C=C2\CC(c3ccccc3)c3ccccc3C2=O)cc1 (stereo not drawn)
u | O=C([C@@H]1C[C@H](F)CN1S(=O)(=O)c1cccc(F)c1)N1CCc2ccccc2C1
29.6% | Cc1ccc2c(C(=O)NCCc3cccs3)cc(NC(=O)C3CCC3)cc2n1
245.9%[activator] | Cn1c2c(c3cc(F)ccc31)CN(C(=O)Nc1ccccc1)CC2
-1.9% | CN(CC1CCOCC1)S(=O)(=O)c1ccc(Br)s1
8.5% | COC(=O)[C@H](NC(=O)C1=C[C@@H](NC(=O)CC2(CC(=O)O)CCCC2)[C@@H](O)[C@H](O)C1)C(C)C
u | O=[N+]([O-])c1cc2c(ccc3occc32)o1
57.9%[activator] | COCCN1CCC(N2CCN(C(=O)C3CCCC3)CC2)C1=O (stereo not drawn)
-3.3% | CCc1ccccc1NC(=O)NCc1nc(-c2ccccc2)oc1C
-5.0% | CCOc1cc(CN2CCOc3ccc(C(=O)NCc4ccc(C)cc4)cc3C2)ccc1O
9.2% | CCC(C(=O)NC(C)(C)C)n1c(C(c2ccccc2)c2ccccc2)nc2ccccc21 (stereo not drawn)
u | O[C@@H]1C[C@@H](c2nc(-c3ccc4c(c3)OCO4)no2)N(Cc2ccc(-c3ccccn3)cc2)C1
69.2%[activator] | COC(=O)[C@H](NC(=O)[C@@H]1C[C@H](NC(=O)NC2CCCCC2)CN1C(=O)CSC)C(C)C
u | Cc1ccc(C)c(NC(=S)NNC(=O)C(c2ccccc2)c2ccccc2)c1
u | C=CCn1c(N(C)Cc2ccccc2)nc2c1c(=O)[nH]c(=O)n2C
47.9%[activator] | COc1ccc(-c2nc(C(C)C)nc3c2CN([S+](=O)([O-])c2cccc(OC)c2)CC3)cc1
41.9%[activator] | COCCC1(NC(=O)C2CC2)CCN(C(=O)C2(c3ccccc3)CC2)CC1
-24.3% | COc1ccccc1CCn1cnc(-c2ccc(F)cc2)c1CC(C)C
u | Cc1ccc(C(=O)Nc2ccc3oc(-c4ccncc4)nc3c2)cc1C
-38.8% | CCCCCCCOc1ccc(C(=O)Oc2ccc(C(C)=O)cc2)cc1
-21.9% | Cc1ccc2nc(NC(=O)Cn3c(=O)oc4ccccc43)sc2c1
7.0% | N#CC1(NC(=O)CSc2ccc3ccccc3n2)CCCCC1
52.1%[activator] | CCn1ccc(C(=O)N2CCCn3cc(-c4cccc(C#N)c4)nc32)n1
7.8% | COc1cc(C)c(CC/C(C)=C/C=C/C(C)=O)c(C)c1C
-23.4% | O=C1O[C@@H]2CN(S(=O)(=O)N3CCCC3)C[C@@H]2N1CCCc1ccc(F)cc1
-16.3% | Cc1cc2c(c(=O)n1CCN(C)C)C(c1cccc(Br)c1)C(C#N)=C(N)O2 (stereo not drawn)
5.1% | CCOc1ccc(NC(=O)c2cc(C)nc3ccc(C)cc23)cc1OCC
1.5% | O=C(COc1ccc2c(-c3ccccc3)cc(=O)oc2c1)N1C[C@H]2C[C@@H](C1)c1cccc(=O)n1C2
67.5%[activator] | O=C1NCCCCCCN(C(=O)CC2CCCCC2)[C@H]2C[C@H](c3nc(-c4cnccn4)no3)C[C@@H]12
4.8% | C=CCNC(=O)Cc1c2c(n(Cc3ccccc3F)c1C)CCCC2=O
u | COc1ccc(N(CC(=O)N2CCN(Cc3ccccc3)CC2)S(=O)(=O)c2ccc(F)cc2)cc1
u | Cc1cc2c(s1)CCc1cc(C(=O)NC3CCCCC3)sc1-2
u | O=C(C[C@@H]1CCNC[C@@H]1Cc1cc(CSc2ccccc2)on1)NC1CCCCC1

# The listing continues.
12-LOX inh | canonical_smiles
2.6% | O=C1C=C(OCCCl)CC(c2cccc(Cl)c2)O1 (stereo not drawn)
u | COC(=O)C(O)(c1ccc(N(C)C(=O)Nc2cccc(Cl)c2)cc1)C(F)(F)F (stereo not drawn)
-5.3% | O=C(NC1CCS(=O)(=O)C1)c1cc2ccccc2oc1=O (stereo not drawn)
u | COc1ccc2c(c1)OCCN(c1ccc(NC(=O)c3cccc(C)c3)cc1C(=O)O)C2
-3.5% | O=C(CC1CCOC2(CCN(S(=O)(=O)c3ccccc3)CC2)C1)N1CCOCC1 (stereo not drawn)
-36.6% | COCc1cc(N2CCNC[C@H]2C)ccc1N1CCS(=O)(=O)CC1
u | CN1C[C@@H](NC(=O)Nc2cccc(C#N)c2)C[C@H]1c1nc(-c2ccc(Cl)cc2)no1
2.9% | O=C(Cn1ccc2cc(Cl)ccc21)N1CCOCC1
u | O=C1Nc2ccccc2CC12CN(Cc1cscn1)C2
64.5%[activator] | CCCCCNC(=O)c1noc(-c2ccccc2F)n1
-8.7% | C/C(=N/O)c1ccc(N2C(=O)C3C4C=CC(C3C2=O)C2C3C(=O)N(c5ccc(/C(C)=N/O)cc5)C(=O)C3C42)cc1 (stereo not drawn)
46.4%[activator] | Cc1cc(Cl)ccc1NC(=O)CCC(=O)N/N=C1\CCCCC1C (stereo not drawn)
-4.8% | N#Cc1ccsc1NC(=O)CSc1ccc2c(c1)OCCCO2
1.3% | Cc1ncc2c(c1CNC(=O)CN1CCCC1)CCN(C(=O)c1ccc(F)cc1F)C2
4.5% | O=C1NC(C(=O)NCC2CCCCC2)Cn2cccc21 (stereo not drawn)
